# GAA spleen mod – inhibits or activates alpha-glucosidase in human spleen homogenate; P10253; human spleen homogenate, 4-MU-alpha-glucoside fluorescence; Potency, µM (highest dose often 79.9 µM), inactives show at the top dose activity change, negative = inhibition, actives largely listed as inhibitors; 0.006% of 240,000 active;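 also: 0% = enzyme with vehicle and -100% = no enzyme basal signal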
#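 AC50 values come from Hill-equation fits of concentration-response data, normalized to no-enzyme and full-activity controls. Enzyme source: 1 ug human spleen homogenate; 1 mM fluorogenic 4-MU glucoside, pH 5.0 citrate buffer, 37 C, 40 min.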
# aGal spleen mod – inhibits or activates alpha-galactosidase in human spleen homogenate; P06280; human spleen homogenate, 4MU-alpha-Gal fluorescence, 40 min; Potency, µM (titrated, usually from 80 µM), without a hit: at the top dose activity change, negative = inhibition, usual class: inhibitors; 0.008% of 240,000 active; AID 2107;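 also: 0% = enzyme with vehicle and -100% = no enzyme basal signal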
# Target sequence (P06280 32-429 limits assumed): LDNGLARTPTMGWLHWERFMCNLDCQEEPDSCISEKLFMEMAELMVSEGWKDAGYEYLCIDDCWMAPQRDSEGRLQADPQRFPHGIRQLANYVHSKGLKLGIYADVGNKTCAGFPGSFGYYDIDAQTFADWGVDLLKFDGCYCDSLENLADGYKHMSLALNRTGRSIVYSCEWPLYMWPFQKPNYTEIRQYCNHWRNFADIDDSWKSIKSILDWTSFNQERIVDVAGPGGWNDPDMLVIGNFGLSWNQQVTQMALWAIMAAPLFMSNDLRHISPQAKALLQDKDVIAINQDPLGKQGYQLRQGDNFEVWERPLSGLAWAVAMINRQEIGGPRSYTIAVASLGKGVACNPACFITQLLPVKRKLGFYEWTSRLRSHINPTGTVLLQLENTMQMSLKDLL
#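 Inhibition or activation of alpha-galactosidase in human spleen homogenate is scored by 4-MU fluorescence after 40 min at 37C, pH 5.0, with 1 mM substrate. AC50s come from concentration-response fitted to the Hill equation.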
# ALDH1A1 inh – blocks purified human ALDH1A1 activity | Purified ALDH1A1, NADH fluorescence, propionaldehyde substrate | Potency, µM (titrated, usually from 75.3 µM), inactives show top-dose activity, negative = inhibition, hits mostly inhibitors | 7.3% of 220,000 active | AID 1030; active = well fitted inhibition curve with a large enough effect, not every such curve was filed as active; inconclusive = small, poorly fitted or top-dose-only effect, or another doubt; inactive = no such curve, though single readings can be large or run the other way;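 also: plate controls were no enzyme wells and a reference inhibitor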
# Target sequence (P00352 whole entry, looked up): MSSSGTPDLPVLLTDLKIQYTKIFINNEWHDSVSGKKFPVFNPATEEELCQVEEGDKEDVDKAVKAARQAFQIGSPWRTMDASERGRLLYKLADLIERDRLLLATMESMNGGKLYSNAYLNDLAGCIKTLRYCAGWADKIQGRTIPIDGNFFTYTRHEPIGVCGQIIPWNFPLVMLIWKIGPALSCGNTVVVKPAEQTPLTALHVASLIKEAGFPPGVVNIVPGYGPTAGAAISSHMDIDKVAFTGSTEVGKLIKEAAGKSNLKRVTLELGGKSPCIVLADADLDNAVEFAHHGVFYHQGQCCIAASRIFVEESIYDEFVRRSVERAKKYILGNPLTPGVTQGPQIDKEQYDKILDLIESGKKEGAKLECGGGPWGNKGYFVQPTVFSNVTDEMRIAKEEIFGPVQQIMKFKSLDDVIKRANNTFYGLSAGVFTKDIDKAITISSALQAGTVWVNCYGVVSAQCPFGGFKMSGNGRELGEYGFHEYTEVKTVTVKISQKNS
# GAA inh – inhibitors of human lysosomal alpha-glucosidase; P10253; purified human GAA, 4-MU-alpha-glucoside fluorescence; Potency, µM (top dose mostly 76.9 µM), for inactives: top-dose activity change, negative = inhibition, most hits filed as inhibitors; 0.005% of 200,000 active; AID 1466;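 also: plate controls were uninhibited enzyme wells for no effect and no-enzyme background for full effect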
#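 Compounds are titrated up to 77 uM against 4 nM human enzyme. Substrate 4-methylumbelliferyl-alpha-D-pyranoside (400 uM) reacts 20 min at room temperature in pH 5.0 buffer; liberated 4-methylumbelliferone is read at 440 nm.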
# GAA glycogen mod – alters human alpha-glucosidase cleavage of glycogen; P10253; recombinant GAA, glycogen substrate, Amplex Red glucose oxidase fluorescence; Potency, µM (doses to about 76.4 µM), for inactives: at the top dose activity change, negative = inhibition, usual class: inhibitors; 0.38% of 300,000 active; AID 2100;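 also: 0% = full enzyme reaction and -100% = no-enzyme basal signal; the screen sought inhibitors and activators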
#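 Recombinant enzyme (4 nM final) with compounds titrated up to 77 uM and bovine liver glycogen (30 ug) in citrate pH 5.0, 0.01% Tween-20, 37 C 40 min. Released glucose detected by Amplex Red/glucose oxidase (Ex 573/Em 610); AC50 from Hill fits.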
# Tau fluor counter – counter-screen for tau fibril formation inhibitors. tau K18 P301L Alexa594 fluorescence, heparin fibrillization. Potency, µM (top dose mostly 57.7 µM), without a hit: top-dose activity change, negative = decrease. 0.93% of 280,000 active. AID 1463; also: % is scaled to controls: 0 for no effect and ±100 for the full control effect; nearly all actives have a fitted effect of over 55% in size
#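 Human tau K18 P301L (15 uM unlabeled, 0.24 uM Alexa 594-labeled) in 100 mM sodium acetate pH 7 with 20 uM heparin, 6 hr at 37 C. ThT 30 uM added, 1 hr ambient; Alexa 594 FP and total fluorescence read at 555/632 nm.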
# Epigenetic reg – epigenetic control regulation, reporter derepression | murine LDR cells, GFP reporter derepression, 30 h | Potency, µM (series often up to 53.9 µM), for inactives: top-dose GFP activation, actives largely listed as activators | 0.2% of 280,000 active | AID 1865; also: % of control where 0% means no effect; nearly all actives have a fitted effect of over 60% in size
#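 Murine LDR cells carrying a silenced, genomically integrated CMV-driven GFP reporter were exposed to compound for 30 hours at 37 C. After PBS washes, GFP-positive cells (20–120 um objects) were counted by laser-scanning microplate cytometry.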
# NPSR antag – blocks cAMP signaling of the human neuropeptide S receptor. CHO-NPSR cells, cAMP TR-FRET, antagonist mode. Potency, µM (top dose mostly 38.3 µM), without a hit: at the top dose activity change, negative = inhibition, usual class: inhibitors. 1% of 220,000 active. AID 1461; also: % is scaled to controls: 0 for no effect and ±100 for the full control effect; nearly all actives have a fitted effect of over 50% in size; many of its hits are not listed in these tables
# * = called active by the depositor; ? = inconclusive; . = not tested or not shown; & = joins results of further samples; [ ] = another dose, or the depositor's remark. Unless noted, calls follow the shape of the dose curve; as a rule, active = well fitted curve in the direction sought with a large enough effect; inconclusive = small, poorly fitted or top-dose-only effect, or another doubt; inactive = no such curve, though single readings can be large; an effect the other way counts as inactive or inconclusive. Potency is read from the fitted curve at half-maximal effect. Not all compounds are listed (hit frequency here may not be typical).
# Labels used below – A = GAA spleen mod; B = aGal spleen mod; C = ALDH1A1 inh; D = GAA inh; E = GAA glycogen mod; F = Tau fluor counter; G = Epigenetic reg; H = NPSR antag
Cc1cc(C)n2nc(C)c(Br)c2n1
  A: -11%; B: -4%; C: 8%; D: 3%; E: 0%; F: -1%; G: -2.5%; H: 11%

COc1ccc(C(CNC(=O)c2ccc(S(=O)(=O)N3CCOCC3)cc2)N2CCCCC2)cc1 (stereo unspecified)
  A: -5%; B: 4%; C: ?; D: -12%; E: 1%; F: -1%; G: -1.6%; H: -2%[46.1 µM]

COc1cc(-c2nc3cccc(C)n3c2NCC2CCCO2)ccc1O (stereo unspecified)
  A: -7%; B: 3%; C: ?; D: 5%; E: ?; F: 7%; G: -1.1%; H: -13%

Cc1ccc(OCc2nc(C#N)c(NCc3ccco3)o2)cc1
  A: 7%; B: 3%; C: -15%; D: 3%; E: 0%; F: ?; G: -1.4%; H: -18%[46.1 µM]

CC(/C=N/NC(=O)c1n[nH]c2c1CCC2)=C\c1ccccc1
  A: -9%; B: 5%; C: 3%; D: -7%; E: 2%; F: -22%; G: 0.0%; H: ?

COc1ccc(S(=O)(=O)NCCSCc2ccco2)cc1
  A: -9%; B: 1%; C: 2.8µM*; D: 5%; E: 3%; F: -8%; G: -0.1%; H: -18%[46.1 µM]

COc1cccc(-c2cc(C(=O)Nc3cc(C)nn3-c3ccccc3)no2)c1
  A: 3%; B: -4%; C: 5%; D: -7%; E: -2%[76.3 µM]; F: -7%&-2%; G: -0.1%&0.5%; H: 0%[46.1 µM]

O=C(NC1=NCCS1)C1COc2ccccc2O1 (stereo unspecified)
  A: 4%; B: 3%; C: -9%; D: -3%; E: 0%; F: 1%; G: -1.6%; H: -2%[46.1 µM]

Cc1ccc2cccc(N)c2n1
  A: .; B: -2%; C: 11%; D: -7%; E: 0%; F: -5%; G: 1.3%; H: 5%

N=c1n(CC(=O)c2cccc([N+](=O)[O-])c2)c2ccccc2n1Cc1ccccc1
  A: -4%; B: 2%; C: ?; D: -2%; E: 2%; F: ?; G: 0.4%; H: -8%

CC1CCC(C(C)C)C(OC(=O)COC(=O)c2ccc(N)cc2)C1 (stereo unspecified)
  A: -18%; B: 1%; C: -4%; D: -12%; E: -17%; F: ?; G: 0.0%; H: -27%

COc1ccnc(Oc2ccc(F)cc2)c1C(=O)N/C=N/OCc1cccc(F)c1
  A: -8%; B: -10%; C: ?; D: ?; E: 6%; F: -22%; G: -0.5%; H: -6%

COc1cccc(NC(=O)CSc2nnnn2C(C)C)c1
  A: -11%; B: 26%; C: ?; D: 3%; E: 2%; F: 8%; G: -9.5%; H: 3%[46.1 µM]

Cc1cc(C)cc(OCCCCCNCCO)c1
  A: -2%; B: 1%; C: 2%; D: 2%; E: 5%; F: 7%; G: -1.0%; H: 5%

O=C(Nc1ccon1)c1csc2c1CCCC2
  A: -6%; B: -6%; C: -11%; D: -6%; E: -6%; F: -11%; G: 0.0%; H: -4%[46.1 µM]

# Additional results follow.
# Labels used below – A = GAA spleen mod; B = aGal spleen mod; C = ALDH1A1 inh; D = GAA inh; E = GAA glycogen mod; F = Tau fluor counter; G = Epigenetic reg; H = NPSR antag
Cc1ccc(/C(N)=N/OC(=O)CCc2ccccc2)cc1
  A: -11%; B: 26%; C: ?; D: 6%; E: 0%; F: ?; G: 0.0%; H: -13%[46.1 µM]

Clc1ccccc1Oc1cnc2ccccc2n1
  A: -3%; B: -2%; C: ?; D: -2%; E: 2%; F: -17%; G: -0.1%; H: -37%[46.1 µM]

COc1cccc2sc(Nc3nnc(-c4ccc(F)cc4)o3)nc12
  A: 2%; B: 3%; C: ?; D: 4%; E: -4%; F: -22%; G: -0.8%; H: -19%[46.1 µM]

CCOC(=O)N1CCC(Nc2c(-c3ccc(C)cc3)c(=O)c2=O)CC1
  A: 4%; B: 6%; C: 7%; D: -3%; E: -56%; F: 6%; G: -1.2%; H: -8%[46.1 µM]

CCOC(=O)CSc1nnc(-c2cccnc2)o1
  A: -7%; B: -2%; C: 13%; D: -6%; E: 4%; F: -1%; G: 0.0%; H: -14%[46.1 µM]

COc1ccc(-c2noc(-c3ccc(C)cc3)n2)cc1
  A: 2%; B: 2%; C: -1%; D: -8%; E: 1%; F: -18%; G: -1.0%; H: ?

Cc1cc(C)cc(OCC(=O)N/N=C\c2cn(C)nc2C)c1
  A: 2%; B: 3%; C: 3%; D: -2%; E: 3%; F: 0%; G: -2.0%; H: -1%

C/C(=N\NC(=O)c1cccc(N/N=C(\C)c2ccc([N+](=O)[O-])cc2)c1)c1ccc([N+](=O)[O-])cc1
  A: 1%; B: 0%; C: .; D: .; E: 0%; F: ?; G: -0.1%; H: 9%

Cc1cc2nn(-c3cccc4ccccc34)nc2cc1N
  A: -8%; B: -7%; C: ?; D: 2%; E: -2%; F: ?; G: 0.0%; H: 0%[46.1 µM]

Cc1nc(C)c(C(=O)Nc2ncc([N+](=O)[O-])s2)o1
  A: .; B: -14%; C: 22µM*; D: ?; E: 7%; F: -23%; G: -0.8%; H: -22%

COc1ccc(CNc2ccc(C)cc2)cc1Br
  A: 6%; B: 19%; C: -1%; D: -2%; E: -12%; F: 4%; G: 0.0%; H: 0%[46.1 µM]

Cc1cc(C)nc(SCc2cc(=O)c(OC(=O)c3ccco3)co2)n1
  A: ?; B: -10%; C: 12%; D: -9%; E: -5%; F: -6%; G: 1.1%; H: 43%

CCCCC(=O)N/N=C(\C)CC(=O)Nc1ccccc1Br
  A: -1%; B: -4%; C: 3%; D: -2%; E: 11%; F: 0%; G: -1.1%; H: 14%

CCN(C(=O)Cc1cccs1)c1nnc(-c2cc(OC)c(OC)c(OC)c2)s1
  A: 3%; B: 0%; C: ?; D: -9%; E: 6%; F: -15%; G: 1.1%; H: -29%[46.1 µM]

Cc1cc(C)n2c(SCCO)nnc2n1
  A: 8%; B: -3%; C: .; D: .; E: 7%; F: 6%; G: 12%; H: 13%

# (further entries)
# Labels used below – A = GAA spleen mod; B = aGal spleen mod; C = ALDH1A1 inh; D = GAA inh; E = GAA glycogen mod; F = Tau fluor counter; G = Epigenetic reg; H = NPSR antag
CCn1nc(C(=O)OCC(=O)N2c3ccccc3CC2C)c2ccccc2c1=O (stereo unspecified)
  A: 5%; B: 3%; C: -9%; D: -12%; E: -1%; F: -5%; G: -2.6%; H: -13%[46.1 µM]

CCc1c(C(=O)NNC(=S)NCC(C)C)csc1C
  A: -1%; B: -6%; C: 5%; D: -2%; E: ?; F: -4%; G: -0.7%; H: -6%[46.1 µM]

COc1ccc(OCC(=O)N2CCN(C(=O)c3ccc([N+](=O)[O-])cc3)CC2)cc1
  A: -13%; B: 1%; C: -10%; D: -1%; E: 10%; F: 0%; G: 2.6%; H: 11%

C/C(=N\NC(=O)COc1ccc(C(C)(C)C)cc1)c1ccc(OC(F)F)cc1
  A: 6%; B: 6%; C: 1%; D: ?; E: 0%; F: -19%; G: 15%; H: -51%

O=C(Nc1nnc(SCC(=O)N2CCOCC2)s1)c1ccccc1Cl
  A: -3%; B: -1%; C: 22µM*; D: ?; E: -2%; F: 2%; G: -0.9%; H: -24%[46.1 µM]

Cc1ccc(OCC(O)Cn2c3ccccc3c3ccccc32)cc1 (stereo unspecified)
  A: -5%; B: 1%; C: -4%; D: -34%; E: -6%; F: ?; G: -0.3%; H: ?

CCOC(=O)c1ccc(NS(=O)(=O)c2cc(-c3nnnn3CC)ccc2OC)cc1
  A: 4%; B: 3%; C: -7%; D: -4%; E: 6%; F: -4%; G: -2.0%; H: -3%[46.1 µM]

O=C(CCC(=O)c1cccs1)NCc1cccnc1
  A: -16%; B: 1%; C: 3%; D: 3%; E: 4%; F: 0%; G: -2.8%; H: 5%

O=C1c2ccccc2C(=O)N1CC(O)CNc1ccc(Br)cc1 (stereo unspecified)
  A: -4%; B: 7%; C: ?; D: 1%; E: -3%; F: -27%; G: -1.9%; H: 5%

CC(C)Oc1ccc(C(=O)NC(=S)N2CCOCC2)cc1
  A: 11%; B: 10%; C: 0%; D: 3%; E: -1%; F: 11%; G: -1.3%; H: 11%

Cc1c(NC(C)C)c(=O)n(-c2ccccc2)n1C
  A: -7%; B: 2%; C: -1%; D: .; E: .; F: -3%; G: -1.3%; H: .

Nc1nc(SCc2ccc(Cl)cc2)ns1
  A: 1%; B: 6%; C: 12%; D: -24%; E: -8%; F: -16%; G: -2.7%; H: -7%[46.1 µM]

Cc1cc(NS(=O)(=O)c2ccc(NC(=O)/C=C/c3ccco3)cc2)nc(C)n1
  A: 2%; B: -1%; C: .; D: .; E: 9%; F: -21%; G: 0.5%; H: -49%

C=CCc1cccc(/C=C/c2cc(=O)c3ccccc3[nH]2)c1O
  A: 4%; B: -1%; C: -9%; D: -10%; E: -1%; F: 2%; G: 3.5%; H: -6%

O=C(NCc1ccccc1)c1ccc2c(c1)C(=O)N(Cc1ccncc1)C2=O
  A: 1%; B: 12%; C: ?; D: 4%; E: 0%; F: -8%; G: -0.9%; H: -12%[46.1 µM]

O=C(/C=C/c1ccccc1)OCCCCN=C1NS(=O)(=O)c2ccccc21
  A: -17%; B: 5%; C: -2%; D: 6%; E: -6%; F: -19%; G: 7.1%; H: 3%

CC(=O)n1nc(-c2ccccc2)nc1NCc1cccs1
  A: 5%; B: 3%; C: 10%; D: 2%; E: -10%; F: -18%; G: 0.8%; H: -14%

O=C(Cc1ccccc1)NCC1CCCO1 (stereo unspecified)
  A: -8%; B: -6%; C: 4%; D: -21%; E: 1%; F: -16%; G: -7.4%; H: 4%[46.1 µM]

# Four structures from above, ordered by molecular weight, ascending.
# Labels used below – A = GAA spleen mod; B = aGal spleen mod; C = ALDH1A1 inh; D = GAA inh; E = GAA glycogen mod; F = Tau fluor counter; G = Epigenetic reg; H = NPSR antag
O=C1c2ccccc2C(=O)N1CC(O)CNc1ccc(Br)cc1 (stereo unspecified)
  A: -4%; B: 7%; C: ?; D: 1%; E: -3%; F: -27%; G: -1.9%; H: 5%

O=C(/C=C/c1ccccc1)OCCCCN=C1NS(=O)(=O)c2ccccc21
  A: -17%; B: 5%; C: -2%; D: 6%; E: -6%; F: -19%; G: 7.1%; H: 3%

CCn1nc(C(=O)OCC(=O)N2c3ccccc3CC2C)c2ccccc2c1=O (stereo unspecified)
  A: 5%; B: 3%; C: -9%; D: -12%; E: -1%; F: -5%; G: -2.6%; H: -13%[46.1 µM]

Cc1cc(NS(=O)(=O)c2ccc(NC(=O)/C=C/c3ccco3)cc2)nc(C)n1
  A: 2%; B: -1%; C: .; D: .; E: 9%; F: -21%; G: 0.5%; H: -49%
